OPRM1-OPRD1 ag: OPRM1-OPRD1 heterodimerization agonism; P35372+P41143; cells, luminescence; activation, % at 9.3 µM; 340,000 tested, 0.3% active; in the data active = activation above about 18%;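 also: 0% = vehicle-treated cells and 100% = reference agonist; values of inactives mirror those of a sister screen read the other way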
PKA-R1A activ: activates the PKA-R1A holoenzyme complex | activation, % at 11.4 µM | AID 504707 | PKA-R1A dissociation, Cy5-IP20 fluorescence polarization; scaled: DMSO 0%, 113 µM cGMP 100% | 340,000 tested, 0.083% active;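 active = percent activation above the mean of all tested compounds plus 3 SD, cut at about 19% in these data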;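 also: higher means more PKAc released from R1A so a rise in polarization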
Mot1-301 SUMO: blocks SUMOylation pathway, rescuing yeast Mot1-301 growth. 320,000 tested, 1% active. growth rescue, % at 18.8 µM. AID 2716. S. cerevisiae Mot1-301 growth rescue, ATP luminescence, 38.5C; percent above DMSO median, 100 means doubled;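 active = every valid replicate shows activation above 250% relative to neutral control wells; inactive = the rest, any valid replicate at or below 250%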;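 also: OY570 slx delta 5 strain wells were the positive control but not used for scaling; some compounds called inactive have numbers as strong as hits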
Arr AP2 block: inhibitors of human beta-arrestin and AP2 interaction; FITC-arrestin peptide / GST-AP2 beads, flow cytometry; AP2 beta2 appendage carries R879A mutation; inhibition, % at 10 µM; 340,000 tested, 0.31% active;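 active = inhibition above a set limit, near 3 SD of compounds lacking own fluorescence, cut at about 54% in these data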;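 also: plate controls were DMSO wells for no effect and 5 µM unlabelled arrestin peptide for full effect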
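system = GST-tagged AP2 beta2-adaptin appendage (R879A) on 4 µm glutathione beads | reagent = FITC-labelled arrestin peptide probe, 50 nM final | schedule = compound with beads 12 min RT, then probe 1 h RT | signal = HyperCyt-sampled flow cytometry, FL1 channel, ex 488/em 535 nm | read-out = percent response from loss of bead-bound FITC fluorescence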
MOR-DOR inv ag: mu-delta opioid heterodimer inverse agonism. 340,000 tested, 0.21% active. cell-based MOR-DOR heterodimer luminescence. inhibition, % at 9.3 µM. P35372+P41143; in the data active = inhibition above about 22%, passing the limit was not always enough;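 also: 0% = cells with DMSO and 100% = wells without cells with DMSO; values of inactives mirror those of a sister screen read the other way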
phage Ecoli inh: E. coli growth loss with phage present; growth absorbance; inhibition, % at 11.9 µM; 360,000 tested, 0.26% active; AID 651602; in the data active = inhibition above about 11%
PfHsp90 set2: growth inhibition of yeast expressing Plasmodium Hsp90 | S. cerevisiae expressing PfHsp90, BacTiter-Glo ATP, 48 h; yeast lacking PDR1 and PDR3 efflux regulators | inhibition, % at 9.4 µM | 310,000 tested, 0.32% active | AID 504621;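 active = every replicate shows inhibition above about 80%, whatever the replicate mean, limit read from the data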;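 also: 0% = DMSO neutral controls and 100% = 20 µM radicicol positive controls; yeast relying on Plasmodium falciparum Hsp90 in place of its own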
Tat transport: inhibitors of E. coli Tat protein transport; E. coli MC4100 TorA-mCherry Tat export, fluorescence; 340,000 tested, 0.036% active; inhibition, % at 10 µM;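 active = mean replicate inhibition at least 50% and at least half of replicates individually reaching 50%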;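 also: exported cargo escapes ClpAP degradation while cytoplasmic cargo is degraded and loses fluorescence; 0% = median of neutral control wells and 100% = median of NaSCN control wells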
AddAB inh: less growth of phage-infected E. coli with AddAB | E. coli expressing H. pylori AddAB, absorbance growth | inhibition, % at 11.9 µM | 330,000 tested, 0.29% active | AID 435030; in the data active = inhibition above about 12%;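 also: 0% = vehicle wells of infected cells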
Pemphigus Ab inh: blocks pemphigus antibody binding to human desmoglein-3 | DSG3-coupled beads, scFv-anti-DSG3-GFP binding, flow cytometry; stronger effect = lower value | binding (percent of control), % at 10 µM | 310,000 tested, 0.48% active | AID 588358;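 active = binding more than 3 SD below its plate's average and above zero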;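 also: hits lower antibody fragment binding to DSG3; some compounds called inactive have numbers as strong as hits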
Target sequence (P32926 whole entry, looked up, the tested form may be a part): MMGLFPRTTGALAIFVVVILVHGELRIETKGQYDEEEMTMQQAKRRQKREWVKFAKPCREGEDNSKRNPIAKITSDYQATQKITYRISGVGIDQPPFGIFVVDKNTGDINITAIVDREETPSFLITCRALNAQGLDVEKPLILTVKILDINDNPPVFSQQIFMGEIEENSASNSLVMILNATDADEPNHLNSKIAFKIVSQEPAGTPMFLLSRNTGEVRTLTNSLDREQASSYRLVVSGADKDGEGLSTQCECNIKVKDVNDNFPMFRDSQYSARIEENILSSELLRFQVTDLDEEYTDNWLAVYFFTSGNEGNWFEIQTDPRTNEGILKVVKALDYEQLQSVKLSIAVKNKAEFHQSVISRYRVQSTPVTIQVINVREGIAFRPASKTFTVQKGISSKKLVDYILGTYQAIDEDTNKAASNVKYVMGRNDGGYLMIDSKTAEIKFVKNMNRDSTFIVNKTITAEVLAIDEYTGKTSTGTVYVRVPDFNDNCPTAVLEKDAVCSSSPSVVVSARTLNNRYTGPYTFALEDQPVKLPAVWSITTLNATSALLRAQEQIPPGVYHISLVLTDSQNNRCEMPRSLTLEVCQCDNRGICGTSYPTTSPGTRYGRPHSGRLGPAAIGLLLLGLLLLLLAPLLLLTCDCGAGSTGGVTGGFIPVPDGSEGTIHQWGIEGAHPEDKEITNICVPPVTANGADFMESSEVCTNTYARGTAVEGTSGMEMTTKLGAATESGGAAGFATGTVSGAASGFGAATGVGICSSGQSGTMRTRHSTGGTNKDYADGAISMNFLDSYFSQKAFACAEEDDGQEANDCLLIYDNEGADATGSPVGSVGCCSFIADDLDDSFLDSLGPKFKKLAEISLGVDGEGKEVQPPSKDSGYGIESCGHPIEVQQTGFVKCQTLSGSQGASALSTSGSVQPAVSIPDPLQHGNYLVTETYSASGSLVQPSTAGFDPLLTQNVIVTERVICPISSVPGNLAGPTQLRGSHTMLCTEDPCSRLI
Ecoli viability: reduces bacterial viability in AddAB counter-screen; 330,000 tested, 0.27% active; AID 449728; E. coli V3065 growth, OD600 absorbance, 18 h; inhibition, % at 11.9 µM;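 active = inhibition above the campaign's mean inhibition across all tested compounds plus 3 SD, cut at about 9.9% in these data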;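 also: uninfected addAB+ strain grown without phage in ampicillin broth; 0% = DMSO wells and 100% = ciprofloxacin 0.95 µg/ml wells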
An asterisk follows results filed as active; · = not tested or not shown.

SMILES | OPRM1-OPRD1 ag | PKA-R1A activ | Mot1-301 SUMO | Arr AP2 block | MOR-DOR inv ag | phage Ecoli inh | PfHsp90 set2 | Tat transport | AddAB inh | Pemphigus Ab inh | Ecoli viability
Cc1cccc(C)c1NC(=S)N(Cc1ccccc1)Cc1cccnc1 | -2.3 | -7 | 26 | 27 | 11 | 0.5 | -14 | 5 | 0.9 | · | 1.4
CC1(C)Cc2c(C#N)c(SCCOc3ccccc3)nc(N3CCOCC3)c2CO1 | 2.7 | 10 | 8 | 28 | -17 | 2.8 | -22 | 11 | -1.3 | 104 | -1.0
COc1ccc(S(=O)(=O)N2CCOCC2)cc1NC(=O)Cc1c(Cl)cccc1Cl | 0.3 | 4 | 3 | 13 | -2 | 4.6 | -16 | -13 | 3.0 | 83 | 3.1
CC(=O)c1cnc2nc(SCc3cccc(C)c3)nn2c1C | -0.6 | 2 | 11 | -3 | 3 | -1.0 | 0 | 8 | 4.1 | 102 | -1.1
COc1cc(CC(NC(C)=O)C(=O)NC2CCN(C(=O)Nc3ccccc3C)CC2)cc(OC)c1 (stereo not drawn) | -1.1 | 1 | 2 | 0 | 6 | 5.0 | -1 | 3 | -1.5 | 113 | -2.6
CCOC(=S)SCC(=O)Nc1nc(C)c(C)s1 | -4.1 | -3 | · | 8 | 21 | -0.5 | 8 | -2 | 3.2 | 103 | -0.2
COc1ccc(OC)c(NC(=O)CCCC(=O)NC2CCCCC2)c1 | -2.8 | -6 | -12 | -1 | 13 | -0.2 | 8 | 3 | 0.5 | 107 | -1.9
Cc1cccc(C)c1NC(=O)COc1cccc(/C=N/NC(=O)C(=O)NCc2ccccc2)c1 | -1.8 | 0 | · | 2 | 11 | 1.1 | 12 | -6 | -0.5 | 125 | 2.8
Cc1nn(Cc2c(F)c(F)c(F)c(F)c2F)c(C)c1NC(=O)c1c(-c2ccccc2)nn(-c2ccccc2)c1C | 0.4 | 3 | -5 | 9 | -2 | 2.8 | -8 | -8 | -0.2 | 101 | 2.4
Cc1ccc(O)c(NC(=O)c2ccc3c(c2)C(=O)N(Cc2ccco2)C3=O)c1 | -2.0 | 5 | 253 | 1 | 7 | -2.0 | 5 | 2 | 2.4 | 102 | 0.2
c1ccc(-n2nnnc2SCCCSc2nc3ccccc3s2)cc1 | -0.2 | 6 | -2 | 6 | 1 | 0.8 | -14 | 4 | 1.1 | 82 | -0.3
Cc1cccc(OC(C)C(=O)Nc2nc(-c3ccncc3)cs2)c1 (stereo not drawn) | -0.6 | 2 | · | 16 | 3 | -2.1 | -11 | -3 | · | 93 | ·
O=C1C(=O)N(Cc2ccccc2)C(=O)N1CCN1C(=O)c2ccccc2C1=O | -1.1 | -7 | · | 1 | 6 | 2.9 | -7 | -2 | 1.7 | 100 | 2.1
O=C(NC(=O)c1ccccc1)Nc1cccc(S(=O)(=O)N2CCCCC2)c1 | -3.1 | -3 | 5 | 35 | 15 | 1.6 | -1 | 3 | 2.5 | 92 | -2.6
CCCSc1nc2c(cnn2-c2ccc(C)c(C)c2)c(=O)[nH]1 | -1.0 | 2 | 2 | -6 | 5 | 1.8 | -12 | -5 | 1.9 | 106 | -0.5
COc1ccc(/C=N/NC(=S)Nc2ccccc2)cc1 | -3.1 | 2 | -26 | 36 | 16 | 3.2 | 5 | 2 | -1.4 | 93 | 0.2
O=C(NCc1ccccc1)C1CCC(=O)N(CC2CCCCC2)C1 (stereo not drawn) | 0.4 | -12 | -4 | -2 | -2 | 1.4 | -10 | -7 | 3.4 | 99 | -2.6
CCN(CC)c1ccc(N=Cc2c(C)[nH]c3ccccc23)cc1 | 2.6 | -47 | 33 | · | -13 | 0.7 | -4 | 5 | 3.5 | 108 | -0.3
CCOc1ccccc1CNC(=O)CCCC(=O)n1nc(C)c2ccccc21 | 0.4 | 3 | 77 | 15 | -2 | -0.5 | -4 | 3 | 0.0 | 102 | -0.3
CCN(CC)c1ccc(C(=O)OCC(=O)Nc2ccc3[nH]c(=O)[nH]c3c2)cc1 | 2.1 | -8 | -10 | -9 | -15 | 5.0 | 0 | 6 | 1.4 | 102 | -0.6
COc1cccc(C(=O)CC(=O)C(=O)Nc2cc(OC)ccc2OC)c1 | 1.4 | 7 | -9 | -3 | -7 | -2.4 | -12 | -15 | -1.2 | 100 | 0.0
CN(c1ccc(C(=O)Nc2ccccc2C(=O)N2CCCC2)cc1)S(C)(=O)=O | -3.4 | 7 | 4 | 26 | 14 | 0.1 | 0 | -2 | 1.1 | · | -0.5
O=[N+]([O-])c1cc(S(=O)(=O)N2CCCC2)ccc1N/N=C/c1ccccn1 | -2.1 | -14 | -19 | 8 | 10 | 0.6 | -1 | 0 | 1.9 | 103 | 1.3
CCCC12CN3CC(C)(CN(C1)C31C(=O)Nc3ccc(C)cc31)C2=O (stereo not drawn) | -3.2 | 4 | 108 | -3 | 19 | 0.0 | 8 | -11 | 2.0 | 118 | -0.4
CCOC(=O)N1CCN(CC(O)COc2ccccc2C(C)C)CC1 (stereo not drawn) | 1.2 | 10 | 13 | 33 | -5 | 2.2 | -7 | -2 | 1.1 | 102 | -0.9
COc1ccccc1C(=O)NCC(=O)Nc1ccccc1 | -3.2 | -7 | -3 | -6 | 18 | 1.0 | -1 | -1 | 1.7 | 103 | 3.0
CCC(=O)N(Cc1cc2ccc(C)cc2[nH]c1=O)c1ccccc1OC | -3.8 | 2 | -4 | 14 | 18 | 0.1 | -8 | -2 | 1.7 | 104 | 0.3
COc1ccc(NC(=O)N2CCN(S(=O)(=O)c3ccc(F)cc3)CC2)c(OC)c1 | -6.2 | -10 | -3 | 31 | 20 | 1.3 | -4 | 1 | · | 114 | ·
COc1ccc(OC)c(S(=O)(=O)N2CCc3ccccc3C2)c1 | -2.6 | 6 | -5 | 5 | 15 | -1.2 | -10 | 2 | 0.3 | 107 | -1.6
C/C(=N/OC(=O)c1ccc(Cl)cc1Cl)c1oc(C)nc1C | -0.4 | -4 | 5 | 3 | 2 | 0.8 | 3 | 6 | 0.2 | 114 | 1.1

Exported as labelled records: two of the compounds above.
> CCCC12CN3CC(C)(CN(C1)C31C(=O)Nc3ccc(C)cc31)C2=O (stereo not drawn)
  OPRM1-OPRD1 ag = -3.2 | PKA-R1A activ = 4 | Mot1-301 SUMO = 108 | Arr AP2 block = -3 | MOR-DOR inv ag = 19 | phage Ecoli inh = 0.0 | PfHsp90 set2 = 8 | Tat transport = -11 | AddAB inh = 2.0 | Pemphigus Ab inh = 118 | Ecoli viability = -0.4
> CCOC(=O)N1CCN(CC(O)COc2ccccc2C(C)C)CC1 (stereo not drawn)
  OPRM1-OPRD1 ag = 1.2 | PKA-R1A activ = 10 | Mot1-301 SUMO = 13 | Arr AP2 block = 33 | MOR-DOR inv ag = -5 | phage Ecoli inh = 2.2 | PfHsp90 set2 = -7 | Tat transport = -2 | AddAB inh = 1.1 | Pemphigus Ab inh = 102 | Ecoli viability = -0.9

More records.
SMILES | OPRM1-OPRD1 ag | PKA-R1A activ | Mot1-301 SUMO | Arr AP2 block | MOR-DOR inv ag | phage Ecoli inh | PfHsp90 set2 | Tat transport | AddAB inh | Pemphigus Ab inh | Ecoli viability
O=C(CSc1ncn[nH]1)N(C1CCCCC1)C1CCCCC1 | -1.6 | 2 | -1 | 4 | 7 | 2.2 | · | 13 | 0.8 | 99 | -1.2
CCCCn1c(NCc2ccccc2O)nc2ccccc21 | -1.8 | -13 | -11 | -4 | 10 | 4.8 | 6 | 13 | 1.7 | 103 | 5.1
CCOc1ccc(C(=O)CN2CCN(S(=O)(=O)c3ccc(F)cc3)CC2)cc1 | -2.3 | -17 | 7 | -3 | 12 | 5.0 | 22 | 18 | 3.1 | 112 | 2.2
CC(C)(C)NC(=O)CSc1nc2ccccc2c(=O)[nH]1 | -1.1 | -13 | 344 | 0 | 6 | -1.5 | -13 | 5 | -0.2 | 103 | -0.2
COc1ccc(CCNC2=NCCS2)cc1 | -2.6 | 1 | -14 | 2 | 15 | 1.9 | -4 | -7 | 0.2 | 98 | -1.2
COc1ccccc1-c1sc2cc3c(cc2c1-c1ccc(OCCN2CCCCC2)cc1)OCO3 | 2.1 | -6 | 150 | -4 | -10 | 9.4 | 18 | 12 | 1.2 | 104 | -0.5
CC(C)c1ccc(S(=O)(=O)N2CCN(C(=O)c3ccco3)CC2)cc1 | -1.2 | -3 | 43 | 16 | 6 | 2.7 | 7 | 4 | 1.0 | 107 | -0.2
CCOC(=O)c1oc2ccccc2c1NC(=O)CN1CCOCC1 | -1.2 | -6 | 5 | -15 | 6 | 6.1 | 16 | 9 | 3.8 | 126 | 0.1
COC(=O)CCC(=O)OC1(C)C(=O)C=C2C=C(C3CC3)N(C(CO)CO)C=C2C1=O (stereo not drawn) | 4.9 | 2 | 0 | 8 | -27 | 1.4 | -3 | -14 | 3.2 | 104 | 0.1
O=C(CSc1nncc2ccccc12)Nc1ccc(F)cc1 | -1.3 | -10 | -16 | -6 | 7 | 3.1 | -33 | -6 | -1.5 | 99 | -2.1
CCOCCCNC(=O)CN1C(=O)c2ccccc2Sc2ncccc21 | -2.4 | -7 | 455 | 6 | 11 | 2.3 | -2 | 6 | -2.5 | 103 | -2.1
CCOC(=O)c1sc2ncc([N+](=O)[O-])cc2c1N | 1.4 | 13 | 50 | 26 | -7 | 1.9 | 3 | -2 | -1.0 | 109 | -0.4
CC1(C)[C@H]2CC=C(CN3CCC(N4CCC(C(=O)N5CCCC5)CC4)CC3)[C@@H]1C2 | 0.3 | -3 | -12 | -4 | -1 | -0.1 | 27 | -3 | 0.6 | 110 | 1.4
Fc1cc(F)cc(NC(=S)Nc2ccccc2N2CCOCC2)c1 | -2.9 | 5 | 6 | 1 | 14 | 4.6 | -15 | -2 | -0.9 | 84 | -0.9
CC(OC(=O)c1cc2sccc2n1C)C(=O)NCCc1ccccc1 (stereo not drawn) | 0.2 | 6 | 386 | 31 | -1 | -2.0 | -12 | -8 | 0.3 | 102 | 2.0
COc1ccccc1N1CCN(C(=O)c2ccc3c(=O)n(Cc4ccc5c(c4)OCO5)c(=O)[nH]c3c2)CC1 | -0.1 | -7 | 6 | 9 | 1 | · | 14 | 1 | -2.1 | 83 | -3.5

Whole records from above. Values in the order: OPRM1-OPRD1 ag	PKA-R1A activ	Mot1-301 SUMO	Arr AP2 block	MOR-DOR inv ag	phage Ecoli inh	PfHsp90 set2	Tat transport	AddAB inh	Pemphigus Ab inh	Ecoli viability
`Cc1cccc(C)c1NC(=O)COc1cccc(/C=N/NC(=O)C(=O)NCc2ccccc2)c1` reads -1.8	0	·	2	11	1.1	12	-6	-0.5	125	2.8
`C/C(=N/OC(=O)c1ccc(Cl)cc1Cl)c1oc(C)nc1C` reads -0.4	-4	5	3	2	0.8	3	6	0.2	114	1.1
`CCC(=O)N(Cc1cc2ccc(C)cc2[nH]c1=O)c1ccccc1OC` reads -3.8	2	-4	14	18	0.1	-8	-2	1.7	104	0.3

Rows are unselected; overall some 2.8% were active at least once.
